MsrA inhibitor: bovine MsrA enzyme inhibitors, primary screen, biochemical, absorbance, HTS; purified bovine MsrA, absorbance read-out; inhibition, % at 15.5 µM; actives 0.75% (n = 360,000); in the data active = inhibition above about 4.5%;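 also: 0% = vehicle wells with enzyme and 100% = reference inhibitor wells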
bovine MsrA act: bovine MsrA enzyme activators, primary screen, biochemical, absorbance, HTS. Methionine sulfoxide reductase A (Bos taurus). AID 602163, 2012. actives 0.3% (n = 360,000). purified bovine MsrA, absorbance read-out. activation, % at 10.6 µM; in the data active = activation above about 7.5%;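 also: 0% = vehicle and 100% = reference activator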
STEP inh: STEP phosphatase inhibitors, primary screen, biochemical, fluorescence intensity, uHTS | actives 0.25% (n = 360,000) | recombinant STEP, OMFP fluorogenic substrate | inhibition, % at 20 µM;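 active = inhibition at 20 µM, scaled per plate between control wells, above about 37%, limit read from the data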;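 also: 0% = DMSO with enzyme and substrate and 100% = substrate only without enzyme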
Target sequence (P54829 whole entry, looked up): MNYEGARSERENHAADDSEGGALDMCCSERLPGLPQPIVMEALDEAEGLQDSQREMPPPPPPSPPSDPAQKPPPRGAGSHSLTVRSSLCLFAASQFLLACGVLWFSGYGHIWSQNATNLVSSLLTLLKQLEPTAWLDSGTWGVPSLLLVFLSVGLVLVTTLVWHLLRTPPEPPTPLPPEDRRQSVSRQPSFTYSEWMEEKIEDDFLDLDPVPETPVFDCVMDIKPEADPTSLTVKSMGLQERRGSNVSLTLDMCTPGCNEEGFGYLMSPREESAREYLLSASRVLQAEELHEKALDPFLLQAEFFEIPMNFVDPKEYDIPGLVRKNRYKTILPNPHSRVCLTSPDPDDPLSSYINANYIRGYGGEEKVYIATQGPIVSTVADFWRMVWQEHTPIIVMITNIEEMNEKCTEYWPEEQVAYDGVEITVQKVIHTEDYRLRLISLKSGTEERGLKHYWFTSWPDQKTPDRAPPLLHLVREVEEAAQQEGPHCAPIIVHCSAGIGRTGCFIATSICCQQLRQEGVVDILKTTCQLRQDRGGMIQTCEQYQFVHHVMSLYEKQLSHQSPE
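medium = Bis-Tris buffer pH 6.0, 2.5 mM DTT, 0.005% Tween 20 | test system = STEP (striatal-enriched tyrosine phosphatase) enzyme, cell-free | measure = normalized % inhibition | compound dosing = 20 µM, 1% DMSO | also added = 25 µM OMFP | schedule = reaction 20 min, ambient temperature | measured by = fluorescence read at 480 nm ex / 540 nm em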
E coli Lon inh: inhibitors of E. coli Lon protease, primary screen, biochemical, fluorescence polarization. P0A9M0. purified E. coli Lon protease. inhibition, % at 7.94 µM. actives 0.42% (n = 360,000); in the data active = inhibition above about 13%, passing the limit was not always enough;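 also: 0% = enzyme with probe and DMSO and 100% = no enzyme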
DNMT1 inh: human DNMT1 methyltransferase inhibitors, primary screen, biochemical, molecular beacon, fluorescence, HinP1I cleavage, uHTS; inhibition (reported as % activation of signal), % at 10 µM; actives 0.83% (n = 360,000); in the data active = inhibition above about 50%
NRP1-CendR mod: modulators of CendR peptide binding to NRP-1, primary screen, biochemical, fluorescence polarization, uHTS; Neuropilin-1 (Homo sapiens), O14786; FAM-RPARPAR peptide binding to NRP-1; inhibition, % at 25 µM; actives 0.85% (n = 360,000); AID 602438, 2012;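 active = inhibition or corrected inhibition above about 18%, plus a signal ratio from 0.5 to 1.5, limit read from the data, passing the limit was not always enough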; also: strong numbers were not always called active
LMPTP inh: LMPTP phosphatase inhibitors, primary screen, biochemical, fluorescence intensity, uHTS | Low molecular weight phosphotyrosine protein phosphatase (Homo sapiens), P24666 | recombinant LMPTP-A, OMFP fluorogenic substrate | inhibition, % at 20 µM | actives 0.22% (n = 360,000) | AID 651560, 2012;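 active = compounds that cut the enzyme signal by at least half of the control window in the single-dose screen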;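 also: plate controls were DMSO wells with enzyme plus substrate for no effect and substrate without enzyme for full effect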
Target sequence (P24666 whole entry, looked up): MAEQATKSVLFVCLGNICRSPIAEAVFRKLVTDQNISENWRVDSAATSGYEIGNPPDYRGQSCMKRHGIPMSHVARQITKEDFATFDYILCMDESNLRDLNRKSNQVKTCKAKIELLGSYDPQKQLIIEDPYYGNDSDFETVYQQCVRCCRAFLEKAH
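Test system: LMPTP-A, protein tyrosine phosphatase of low molecular weight; Input: 0.625 nM enzyme; Incubation: 50 min dark incubation at room temperature; Signal: endpoint fluorescence intensity from OMFP dephosphorylation; Read-out basis: % inhibition versus control wells.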
SUMO1 PPI mod: modulators of SUMO1 protein-protein interactions, primary screen, biochemical, uHTS; Small ubiquitin-related modifier 1 (Homo sapiens), P63165; SUMO1 binding to a labelled peptide, TR-FRET, 1 h; inhibition, % at 20 µM; actives 0.33% (n = 360,000); AID 602429, 2012; in the data active = inhibition above about 37%
Target sequence (P63165 whole entry, looked up): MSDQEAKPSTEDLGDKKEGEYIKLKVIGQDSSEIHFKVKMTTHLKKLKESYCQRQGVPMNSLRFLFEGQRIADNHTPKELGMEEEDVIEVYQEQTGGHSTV
Tb MetRS inh: T. brucei MetRS inhibitors, primary screen, biochemical, luminescence; methionyl-tRNA synthetase (Trypanosoma brucei brucei); purified T. brucei MetRS, ATP depletion, Kinase-Glo luminescence; inhibition, % at 11.9 µM; actives 0.4% (n = 360,000); AID 624268, 2012;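 active = inhibition above a per-plate cutoff of the control wells' mean inhibition plus 3 SD, cut at about 5.5% in these data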;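 also: 0% = DMSO wells median and 100% = median of wells with control inhibitor compound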
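Measured by: Kinase-Glo luciferase luminescence reporting remaining unconsumed ATP. Material: purified T. brucei MetRS enzyme. Doses: 11.9 µM compound single dose, 0.9% DMSO. Medium: HEPES buffer containing pyrophosphatase, BSA, spermine, DTT. Times: 15 min preincubation, 2 h reaction, all 25 °C. Reagent: methionine, ATP and bulk E. coli tRNA.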
Scp-1 inhibitor: Scp-1 phosphatase inhibitors, primary screen, biochemical, colorimetric, uHTS | inhibition, % at 20 µM | Carboxy-terminal domain RNA polymerase II polypeptide A small phosphatase 1 (Homo … | actives 0.88% (n = 340,000) | Recombinant Scp1, phosphopeptide, malachite green phosphate absorbance | AID 493091, 2011;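 active = inhibition above about 50% at 20 µM, limit read from the data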;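 also: plate controls were DMSO wells with enzyme for no effect and wells lacking enzyme for full effect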
Target sequence (Q9GZU7 76-261 limits assumed): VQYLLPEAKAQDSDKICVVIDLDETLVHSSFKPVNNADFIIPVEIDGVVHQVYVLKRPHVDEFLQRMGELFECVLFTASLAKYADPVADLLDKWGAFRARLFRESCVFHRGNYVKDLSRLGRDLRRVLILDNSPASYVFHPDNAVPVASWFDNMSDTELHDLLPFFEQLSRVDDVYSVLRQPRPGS
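System: truncated SCP-1 phosphatase (76-261aa); medium: Tris acetate buffer pH 5.5 with MgCl2 and Tween-20; incubation: 45 min room-temperature reaction, 5 min colour, 30 min stabiliser; compound: single 20 µM dose, 1% DMSO; reagent: Phosphorylated 17-residue peptide substrate; read-out: % inhibition at 20 µM; technique: colorimetric free-phosphate detection, absorbance 630 nm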
* = called active by the depositor; · = no result given.

Start of the data: the first 2 records, ahead of the listing:
Under each structure: MsrA inhibitor, bovine MsrA act, STEP inh, E coli Lon inh, DNMT1 inh, NRP1-CendR mod, LMPTP inh, SUMO1 PPI mod, Tb MetRS inh, Scp-1 inhibitor
CCOc1cccc(/C=N/N2CCN(c3ccc(Cl)cc3)CC2)c1O
    -0.3, -1, 0, 5, -2, -6, 2.7, -2, -0.5, -16
COC(=O)C1CCN(C(=O)/C=C/c2ccc(OC)cc2)CC1
    0.4, -3, -1, 3, -1, 2, 0.3, -5, -0.3, 3

Results (from the top)
Under each structure: MsrA inhibitor, bovine MsrA act, STEP inh, E coli Lon inh, DNMT1 inh, NRP1-CendR mod, LMPTP inh, SUMO1 PPI mod, Tb MetRS inh, Scp-1 inhibitor
CCOc1cccc(/C=N/N2CCN(c3ccc(Cl)cc3)CC2)c1O
    -0.3, -1, 0, 5, -2, -6, 2.7, -2, -0.5, -16
COC(=O)C1CCN(C(=O)/C=C/c2ccc(OC)cc2)CC1
    0.4, -3, -1, 3, -1, 2, 0.3, -5, -0.3, 3
CCCn1c(CCc2ccccc2)nnc1SCC(=O)N1CCCC1
    1.1, 1, 2, -5, 0, 6, -1.6, -1, 0.2, -4
COC(=O)[C@@H](Cc1ccccc1)NC(=O)NCCc1c[nH]c2ccccc12
    0.0, 0, -3, 1, -2, -7, -0.5, -1, -0.6, -6
Cc1nc2nc(C)c(NS(=O)(=O)c3ccc(CC(C)C)cc3)c(=O)n2[nH]1
    1.6, -8, 0, 13, 0, -10, -0.4, -2, -0.7, 8
CC(C)Oc1ccc(C(=O)N2CCN(C(=O)c3ccco3)CC2)cc1
    0.5, -4, 0, 4, 2, 8, -0.5, -1, 0.3, -7
O=C(NCC1CC1)c1csc(COCCO)n1
    -0.2, -9, 0, -3, 6, -4, 0.7, 4, -0.4, ·
COc1ccc(CNCCCSc2ncccn2)c(OC)c1
    0.1, -3, -3, -6, -10, 7, 4.0, -22, -1.5, -4
Cc1ccc(-c2nc(Cl)nc3ccccc23)cc1
    3.5, -3, 3, 4, 0, 3, 0.9, -18, 0.2, -3
O=S(=O)(Nn1cnnc1)c1ccc2ccccc2c1
    -0.1, -11, 0, -7, 3, 5, -0.9, -1, -0.7, 3
COc1cccc(NC(=O)CNS(=O)(=O)c2ccc3nc(C)sc3c2)c1
    -0.3, 0, -1, 1, 1, 1, 0.2, -1, -0.4, -2
CN(Cc1cnccn1)C(=O)c1cc(COc2cccc(C(F)(F)F)c2)on1
    -0.6, -4, 0, 2, 5, 7, -1.0, -3, -0.3, -7
CN(Cc1cc([N+](=O)[O-])ccc1Cl)C(=O)C[n+]1ccccc1
    -2.3, -2, -3, 2, 0, -7, -0.9, -17, -0.6, -6
CCOC(=O)N1CCC(N2C(=O)c3ccc(C(=O)Nc4ccc(OC)c(OC)c4)cc3C2=O)CC1
    -0.2, 0, -2, -11, -3, 6, 0.2, -4, 0.5, -3
O=C(c1ccc(CN2CCc3ccccc3C2)cc1)N1CCCCC1
    -0.8, 1, 3, -4, -4, -3, 0.9, -1, -0.6, -3
N/C(=N\OC(=O)c1ccccc1)c1cccnc1
    0.8, -15, -1, -2, 3, 1, 0.4, 4, 1.5, 1
COc1ccc(C(=O)N2CCN(Cc3cc(OC)ccc3OC)CC2)cc1
    0.1, -1, -3, -8, -6, -3, 0.4, -1, -0.9, -5
Cc1cc(Nc2ccccc2)n(C(=O)c2ccc(Cl)cc2)n1
    0.6, 0, 0, -5, 3, -8, 2.4, 1, -0.1, -3
Cc1ccc(S(=O)(=O)n2nnc3ccccc32)c(C)c1C
    -0.2, 0, 0, 2, 8, -1, 1.0, -1, -0.2, -3
COc1ccc(C2CN=NC23CCCc2ccccc2C3=O)cc1 (stereo unspecified)
    1.7, 0, 2, 0, 5, 8, -0.6, 1, -0.3, -4
COc1ccc(C(=O)Nc2cc3c(cc2C#N)OCO3)cc1S(=O)(=O)NCc1ccco1
    0.3, -3, -1, -2, -1, 0, 0.7, 3, 0.0, -6
CC1=C(C(=O)c2ccccc2)C(c2cn(-c3ccccc3)nc2-c2ccc(Cl)cc2)NC(=S)N1 (stereo unspecified)
    1.1, -2, 0, 4, -5, -8, 2.1, 4, -0.3, -13
CCCc1cc(=O)oc2cc(C)cc(OC(C)C(=O)NCC(O)c3ccccc3)c12 (stereo unspecified)
    1.6, -2, 0, -9, -1, 10, -0.4, 3, 0.3, 1
CCOC(=O)[C@@H]1[C@H]2COc3cc(OC)ccc3[C@@H]2N2C(=O)N(c3ccc(Cl)cc3)C(=O)[C@@]12C
    0.1, -2, 0, -3, -5, 3, -0.7, 3, -0.1, -11
CC(=O)N=C1C=CC(=CN(O)C(C)(C)Cc2ccccc2)C=C1
    1.2, -6, -1, -11, 3, -1, -1.7, -6, -0.2, 1
COc1ccccc1-c1ncn(Cc2cccc(-c3ccccc3)c2)c1CC(C)C
    0.5, 2, ·, 1, ·, -5, 13, 12, -1.0, ·
COc1ccc(C2c3ccc4ccccc4c3Oc3ncn(CCCO)c(=N)c32)cc1OC (stereo unspecified)
    1.2, -8, 3, 7, -10, 0, 0.5, -8, -1.0, -1
O=C(COC(=O)CNC(=O)c1ccccc1F)Nc1ncc(Cl)cc1Cl
    -1.1, -3, -2, -5, 11, -8, 0.6, 8, -0.1, 18
O=C(NCc1cccs1)c1cc2ccccc2o1
    0.2, -1, -1, 4, -3, -8, -0.3, -1, 0.0, 2
CC(C)CSc1ncnc2c1oc1nc3c(cc12)COC(C)(C)C3
    1.1, -1, 1, -9, 0, 1, -0.1, -1, -0.5, -4

The listing continues.
Under each structure: MsrA inhibitor, bovine MsrA act, STEP inh, E coli Lon inh, DNMT1 inh, NRP1-CendR mod, LMPTP inh, SUMO1 PPI mod, Tb MetRS inh, Scp-1 inhibitor
COCCN1CN(S(=O)(=O)c2ccccc2)c2nc3ccccc3nc21
    1.4, -5, -4, 26*, -1, -4, 0.3, -5, -0.6, -3
Cc1ccc(CNC(=O)CCn2cc(-c3ccc(C)cc3)nc2-c2ccncc2)cc1
    0.4, -1, 1, 7, -1, -9, 0.0, -4, -0.4, -3
COc1cccc(NC(=S)Nc2ccc(F)cc2)c1
    0.1, -2, 1, 2, -3, -5, -0.6, -6, -1.4, -6
CCn1c(SCC(N)=O)nc2cc(S(=O)(=O)N3CCOCC3)ccc21
    -0.6, -4, -4, 0, 1, -6, -1.8, 1, -0.7, -1
CN(CCOc1ccccc1)C(=O)CCc1nc2sc3c(c2c(=O)[nH]1)CCCC3
    -0.6, 1, 3, -27, 26, -30, 3.8, -3, 0.0, 15
N#C/C(=C/c1ccc(O)c(O)c1)c1nc2ccccc2[nH]1
    2.0, -3, 2, -230, 20, -209, 4.9, -37, 1.5, 1
Cc1ccc(-n2nnnc2-c2cnn(-c3cccc(F)c3)c2C(F)(F)F)cc1
    1.2, 3, 1, 4, -4, -11, 2.8, -1, -1.2, -11
COCCn1c(C)cc(C(=O)COC(=O)CCS(=O)(=O)c2ccc(C)cc2)c1C
    0.2, -3, -1, 4, 2, -2, -0.4, -5, -0.5, -7
CCCCCN(C(=O)NC(=O)NC(C)CC)S(C)(=O)=O (stereo unspecified)
    -1.4, -2, -3, 5, -10, 6, -0.1, 1, -0.6, -5
Cc1cc2c(c(=O)n1CCCn1ccnc1)C(c1ccco1)C(C#N)=C(N)O2 (stereo unspecified)
    -0.8, -1, 0, 2, 0, 9, 5.4, -4, -0.8, -4
COC(=O)c1cc(S(=O)(=O)NCC2CCN(CCc3cccs3)CC2)cn1C
    -0.4, -15, -2, 6, -3, 5, 2.4, 0, -0.9, 7
Cc1nn(CCc2n[nH]c(=S)n2-c2cccc(Cl)c2)c(C)c1[N+](=O)[O-]
    0.1, 1, 1, 8, 5, 1, 0.2, 1, -0.6, 0
CN(Cc1ccccc1)C(=O)COC(=O)COc1ccc(C#N)cc1
    1.6, -2, 0, 9, 1, 3, -1.2, -3, 0.9, 1
Cc1ccc2c(c1)C1CN(C)CCC1N2C(=O)c1ccc(Cl)c(S(=O)(=O)N2CCOCC2)c1 (stereo unspecified)
    -0.5, -3, 2, -3, 2, -4, -0.8, 2, -0.6, -1
Cc1cc(C)n(-c2ccc(F)cc2CN2CCN(Cc3ccccc3)C(CCO)C2)n1 (stereo unspecified)
    0.2, -3, 2, -9, -1, -3, -1.5, 1, -0.3, -4
Cc1cccc(N(C)S(=O)(=O)c2cccc3nsnc23)c1
    -0.7, -6, 2, -3, -3, 4, 0.8, -22, -0.3, -2
Cc1ccc(-c2nc3ccccc3o2)cc1NC(=O)Cc1cccs1
    0.4, -2, -2, 3, 2, -4, -0.3, 1, 0.0, -3
CCC(=O)Nc1ccc2c(c1)nc(CCNC(=O)c1ccco1)n2C
    3.0, -3, -2, 6, -2, 6, -1.1, 9, -0.8, -3
CC(=O)N1c2ccc(S(=O)(=O)NCC3CCC(C(=O)Nc4ncccc4C)CC3)cc2CC1C (stereo unspecified)
    -0.3, -2, -3, -9, 1, 1, -1.9, 4, -0.1, -6
CCCc1cc(=O)oc2cc(OCC(=O)NCCCN3CCOCC3)c(Cl)cc12
    3.4, -7, -1, -1, 1, 9, -2.6, 5, -0.2, -5
CC(=O)c1c(C)[nH]c(C(=O)OCc2ccc(Br)cc2)c1C
    1.3, -6, 0, -12, -5, -1, 2.0, 1, 0.8, -2

Screens: PubChem, several laboratories

Rows are unselected; overall some 4.3% were active at least once.
